FXN GAA850 act = FXN promoter activators, primary screen, cell-based, luciferase luminescence, HEK293 lucGAA850; HEK293 lucGAA850 FXN promoter luciferase reporter, 24 h; percent of 10 µM SAHA response; activation, % at 6 µM; actives 0.56% (n = 360,000); AID 540364, 2011;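 active = activation above the average of all compounds screened plus 3 SD, cutoff fixed separately per campaign, cut at about 7.5% in these data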;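 note: 0% = DMSO wells and 100% = 10 µM SAHA wells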
GC-A act = GC-A stimulated cGMP production enhancers – HEK293 GC-A cells, cGMP TR-FRET, EC30 ANP, primary screen. Atrial natriuretic peptide receptor 1 (Homo sapiens), P16066. 0% at EC30 ANP, 100% saturating ANP. activation, % at 10 µM. actives 0.14% (n = 370,000). AID 1671463, 2021; in the data active = activation above about 40%
SMARCA2 activ = SMARCA2 (BRM) function activators, primary screen, cell-based, luminescence, high throughput. AID 652017, 2013. activation, % at 9.1 µM. MG213 cells, MMTV-luciferase reporter, dexamethasone, overnight. actives 1% (n = 370,000); in the data active = activation above about 7.8%;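 note: 0% = vehicle wells and 100% = reference activator wells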
hcDAF12 agonist = H. contortus DAF-12 nuclear receptor activators, primary screen, cell-based, luminescence, HEK293, lit1-tk-luc reporter | HEK293 hcDAF-12 lit1-tk-luc reporter; 0% DMSO, 100% Δ7-dafachronic acid | activation, % at 6.8 µM | actives 1.4% (n = 370,000) | AID 652067, 2013;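 active = activation above the mean of all tested compounds plus 3 SD, cut at about 5.5% in these data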;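 note: 100% = response to 3 µM Δ7-dafachronic acid high control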
DAX1 inh-1 = DAX1 (NR0B1) inhibitors, primary screen, cell-based, HEK293, Gal4-DAX1, luciferase luminescence; AID 504766, 2011; HEK293 Gal4-DAX1 luciferase reporter; actives 0.99% (n = 340,000); inhibition, % at 6.75 µM;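 active = inhibition above the mean over all tested compounds plus 3 SD, cut at about 4.2% in these data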;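 note: 0% = DAX1-transfected cells with DMSO and 100% = empty-vector control cells with DMSO; inhibition shows as a rise in luminescence from relieved DAX1 repression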
Target sequence (P51843 207-470 limits assumed): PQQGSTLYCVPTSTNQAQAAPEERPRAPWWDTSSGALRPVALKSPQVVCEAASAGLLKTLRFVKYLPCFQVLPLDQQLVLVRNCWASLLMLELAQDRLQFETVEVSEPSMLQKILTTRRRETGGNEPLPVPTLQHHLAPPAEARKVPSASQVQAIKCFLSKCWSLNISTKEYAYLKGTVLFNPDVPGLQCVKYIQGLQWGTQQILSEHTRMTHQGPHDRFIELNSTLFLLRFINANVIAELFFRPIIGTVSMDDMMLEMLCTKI
sPLA2-III inh = human group III sPLA2 inhibitors, primary screen, biochemical, QFRET, BODIPY PC-A2 liposome substrate | Group 3 secretory phospholipase A2 (Homo sapiens), Q9NZ20 | QFRET BODIPY PC-A2 liposome hydrolysis, fluorescence | inhibition, % at 12.2 µM | actives 0.56% (n = 370,000);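 active = inhibition above mean plus 3 SD of compounds lying within the high and low control bounds, cut at about 19% in these data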;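 note: 0% = median of test compound wells and 100% = no enzyme DMSO wells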
Target sequence (Q9NZ20 whole entry, looked up): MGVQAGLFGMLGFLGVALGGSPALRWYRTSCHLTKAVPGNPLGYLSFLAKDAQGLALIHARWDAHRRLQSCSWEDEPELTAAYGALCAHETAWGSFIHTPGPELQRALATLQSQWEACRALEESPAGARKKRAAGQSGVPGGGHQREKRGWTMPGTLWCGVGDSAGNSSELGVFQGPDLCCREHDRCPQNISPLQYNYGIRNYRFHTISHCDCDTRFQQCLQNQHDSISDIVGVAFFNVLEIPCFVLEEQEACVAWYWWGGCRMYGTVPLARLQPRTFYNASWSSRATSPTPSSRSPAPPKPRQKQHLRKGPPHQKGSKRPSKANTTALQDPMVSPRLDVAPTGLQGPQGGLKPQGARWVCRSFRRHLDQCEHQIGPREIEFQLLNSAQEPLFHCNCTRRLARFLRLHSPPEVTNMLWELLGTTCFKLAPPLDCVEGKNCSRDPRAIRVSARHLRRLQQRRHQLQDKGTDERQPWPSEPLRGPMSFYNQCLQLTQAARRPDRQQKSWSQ
hgDAF12 agonist = H. glycines DAF-12 receptor agonists, primary screen, cell-based, luminescence, HEK293, GAL4 fusion, UAS-luciferase. actives 1.8% (n = 370,000). HEK293 GAL4-hgDAF12 UAS-luciferase reporter, agonist luminescence; normalized to butyrate control. Nuclear hormone receptor DAF-12 (Heterodera glycines), GAL4 fusion. activation, % at 6.8 µM. AID 687014, 2013;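 active = activation above a cutoff set at the mean of all screened compounds plus 3 SD, cut at about 10% in these data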;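 note: 0% = DMSO wells and 100% = sodium butyrate wells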
ssDAF12 agonist = S. stercoralis DAF-12 nuclear receptor activators, primary screen, cell-based, luminescence, HEK293, GRIP1 co-expression, lit1-tk-luc | Nuclear hormone receptor DAF-12 (Strongyloides stercoralis) | activation, % at 6.8 µM | actives 1% (n = 370,000) | HEK293 ssDAF-12/GRIP1 lit1-tk-luc reporter; % of 3 µM dafachronic acid response;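 active = activation above the mean over all tested compounds plus 3 SD, cut at about 0.9% in these data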;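 note: 0% = DMSO-only wells and 100% = 3 µM delta7-dafachronic acid wells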
NPR2 activator = human GC-B receptor activators, primary screen, HEK293 GC-B cells, cGMP TR-FRET, EC30 CNP; 0% at EC30 CNP, 100% saturating CNP; activation, % at 10 µM; actives 0.11% (n = 370,000);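 active = activation at 10 µM reaching about 35% in either raw or pattern-adjusted values, limit read from the data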
DAX1 inh-2 = DAX1 (NR0B1) inhibitors on StAR promoter, primary screen, cell-based, luminescence, SF-1 (NR5A1), full-length DAX-1; HEK293T StAR-luciferase reporter, SF-1/DAX-1 repression relief; inhibition, % at 6.8 µM; actives 1.1% (n = 370,000); AID 652010, 2013;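 active = inhibition above the mean over all tested compounds plus 3 SD, cut at about 3.6% in these data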;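 note: 0% = DAX-1 cells with DMSO and 100% = cells lacking DAX-1 with DMSO; higher inhibition means more luminescence from relief of DAX-1 repression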
proKLK7 act = proKLK7 zymogen activators, primary screen, biochemical, fluorescence intensity; purified proKLK7, EDANS-DABCYL substrate fluorescence; 100% is mature enzyme control, 0% vehicle; activation, % at 7 µM; actives 0.9% (n = 370,000); AID 652039, 2013;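 active = activation above the mean of all tested compounds plus 3 SD, computed per campaign excluding outliers beyond control limits, cut at about 13% in these data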
Target sequence (P49862 whole entry, looked up): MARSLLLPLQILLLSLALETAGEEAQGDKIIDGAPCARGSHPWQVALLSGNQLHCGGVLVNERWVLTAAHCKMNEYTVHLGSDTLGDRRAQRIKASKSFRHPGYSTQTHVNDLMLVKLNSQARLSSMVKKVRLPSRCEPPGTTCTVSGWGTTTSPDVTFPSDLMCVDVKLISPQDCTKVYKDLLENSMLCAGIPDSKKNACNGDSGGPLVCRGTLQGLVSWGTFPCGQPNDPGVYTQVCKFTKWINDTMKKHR
The depositor's hits bear a star.

How did CCOC(=O)Cc1[nH]nc2c1C(c1cc(OC)ccc1OC)C(C#N)=C(N)O2 (stereo unspecified) do in these assays?
FXN GAA850 act: 2.5; GC-A act: 1.0; SMARCA2 activ: -2.4; hcDAF12 agonist: 0.6; DAX1 inh-1: 0.9; sPLA2-III inh: 2.8; hgDAF12 agonist: 1.6; ssDAF12 agonist: -1.1; NPR2 activator: -0.4; DAX1 inh-2: 0.0; proKLK7 act: 2.0

How did Cc1ccc(C(=O)O)cc1NC(=S)NC(=O)c1ccc([N+](=O)[O-])c(C)c1 do in these assays?
FXN GAA850 act: -1.6; GC-A act: -2.6; SMARCA2 activ: 0.5; hcDAF12 agonist: 0.0; DAX1 inh-1: -1.2; sPLA2-III inh: -5.0; hgDAF12 agonist: -1.7; ssDAF12 agonist: -1.5; NPR2 activator: -1.0; DAX1 inh-2: -0.2; proKLK7 act: -0.1

Results for COC(=O)C(C(=O)OC)C(C[N+](=O)[O-])c1ccc(O)c(OC)c1 (stereo unspecified) ?
FXN GAA850 act: -2.2; GC-A act: 6.1; SMARCA2 activ: -3.6; hcDAF12 agonist: 1.0; DAX1 inh-1: 0.7; sPLA2-III inh: 14.3; hgDAF12 agonist: -3.4; ssDAF12 agonist: -0.9; NPR2 activator: 3.7; DAX1 inh-2: 0.0; proKLK7 act: 0.6

How did COc1ccc(NC(=O)C2CCN(S(=O)(=O)c3cccc4nonc34)CC2)c(OC)c1 do in these assays?
FXN GAA850 act: -0.1; GC-A act: -1.9; SMARCA2 activ: 1.5; hcDAF12 agonist: 0.3; DAX1 inh-1: 0.5; sPLA2-III inh: -3.0; hgDAF12 agonist: -0.2; ssDAF12 agonist: -1.6; NPR2 activator: 0.4; DAX1 inh-2: -0.2; proKLK7 act: -0.5

Results for CC1(Cc2ccc(C(F)(F)F)o2)C(=O)Nc2cc(-c3ccc(F)cc3F)ccc21 (stereo unspecified) ?
FXN GAA850 act: 9.2*; GC-A act: 0.3; SMARCA2 activ: -7.5; hcDAF12 agonist: -3.8; sPLA2-III inh: 2.8; hgDAF12 agonist: -5.4; ssDAF12 agonist: -1.5; NPR2 activator: -3.7; DAX1 inh-2: -2.3; proKLK7 act: -0.2

What do the screens show for `CC(C)c1cccc(C(C)C)c1NC(=O)CN1C(=O)NC2(CCCCCCC2)C1=O`?
FXN GAA850 act: -0.3; GC-A act: -2.7; SMARCA2 activ: 4.8; hcDAF12 agonist: -0.8; DAX1 inh-1: 0.6; sPLA2-III inh: 8.3; hgDAF12 agonist: 1.2; ssDAF12 agonist: -1.4; NPR2 activator: 4.2; DAX1 inh-2: 1.3; proKLK7 act: 0.7

How did COCCOC(=O)C1=C(C)NC(=O)NC1c1cccc(F)c1 (stereo unspecified) do in these assays?
FXN GAA850 act: 0.9; GC-A act: 2.0; SMARCA2 activ: -0.9; hcDAF12 agonist: 2.5; DAX1 inh-1: -1.1; sPLA2-III inh: -1.6; hgDAF12 agonist: 0.2; ssDAF12 agonist: -1.2; NPR2 activator: -4.5; DAX1 inh-2: 0.1; proKLK7 act: -0.2

What do the screens show for `Cc1nonc1C(=O)N/N=C/c1ccc(O)cc1`?
FXN GAA850 act: 0.0; GC-A act: 1.3; SMARCA2 activ: 0.5; hcDAF12 agonist: 3.1; DAX1 inh-1: 1.0; sPLA2-III inh: 0.9; hgDAF12 agonist: 10.9*; ssDAF12 agonist: -0.3; NPR2 activator: 3.9; DAX1 inh-2: 0.1; proKLK7 act: 0.2

How did COc1ccc(-c2cc(C(=O)N3CCN(c4ccccc4)CC3)c3ccccc3n2)cc1OC do in these assays?
FXN GAA850 act: 1.0; GC-A act: 1.1; SMARCA2 activ: -1.5; hcDAF12 agonist: -2.8; DAX1 inh-1: -2.2; sPLA2-III inh: -15.7; hgDAF12 agonist: -0.6; ssDAF12 agonist: -1.1; NPR2 activator: 7.6; DAX1 inh-2: -1.4; proKLK7 act: -3.2

How did Cc1ccc(N2CCN(S(=O)(=O)c3nnc(NC(=O)c4ccco4)s3)CC2)cc1 do in these assays?
FXN GAA850 act: -3.1; GC-A act: -4.6; SMARCA2 activ: -2.7; hcDAF12 agonist: -2.1; DAX1 inh-1: 1.8; sPLA2-III inh: -7.8; hgDAF12 agonist: -2.3; ssDAF12 agonist: -0.7; NPR2 activator: 1.4; DAX1 inh-2: -0.9; proKLK7 act: 0.0

How did COc1ccc(Cn2c(SCC#N)nc3ccc(N4CCOCC4)cc3c2=O)cc1 do in these assays?
FXN GAA850 act: 6.3; GC-A act: 22.1; SMARCA2 activ: -1.1; hcDAF12 agonist: 0.2; DAX1 inh-1: 0.8; sPLA2-III inh: 6.8; hgDAF12 agonist: 9.9; ssDAF12 agonist: 0.5; NPR2 activator: 14.8; DAX1 inh-2: 2.5; proKLK7 act: -3.8

What do the screens show for `COc1ccc(-c2nn(-c3ccccc3)cc2C(=O)N(C)CC(=O)Nc2cccc(F)c2)cc1`?
FXN GAA850 act: 0.3; GC-A act: -0.2; SMARCA2 activ: -4.2; hcDAF12 agonist: -1.0; DAX1 inh-1: 1.2; sPLA2-III inh: -28.2; hgDAF12 agonist: -1.8; ssDAF12 agonist: -0.8; NPR2 activator: -1.6; DAX1 inh-2: -0.7; proKLK7 act: 0.2

What do the screens show for `COc1ccc(NC(=O)c2cc(C)no2)cc1OC`?
FXN GAA850 act: -1.4; GC-A act: 3.9; SMARCA2 activ: -1.9; hcDAF12 agonist: 1.3; DAX1 inh-1: -0.5; sPLA2-III inh: -1.3; hgDAF12 agonist: -0.3; ssDAF12 agonist: -1.2; NPR2 activator: 2.3; DAX1 inh-2: 0.0; proKLK7 act: -0.7

Results for O=C(COc1ccc2c3c(c(=O)oc2c1)CCCC3)NC(Cc1ccc(Cl)cc1)C(=O)O (stereo unspecified) ?
FXN GAA850 act: -0.1; GC-A act: 5.0; SMARCA2 activ: -0.1; hcDAF12 agonist: -0.8; DAX1 inh-1: 3.5; sPLA2-III inh: -15.5; hgDAF12 agonist: -4.0; ssDAF12 agonist: -1.4; NPR2 activator: -6.5; DAX1 inh-2: -0.1; proKLK7 act: 0.1

Results for CCN(CC)CCNC(=O)C(=O)Nc1ccc2c(c1)N(S(=O)(=O)c1cccs1)CCC2 ?
FXN GAA850 act: 1.1; GC-A act: 0.0; SMARCA2 activ: -1.1; hcDAF12 agonist: -1.1; DAX1 inh-1: 2.8; sPLA2-III inh: -5.1; hgDAF12 agonist: 2.9; ssDAF12 agonist: -0.6; NPR2 activator: -1.1; DAX1 inh-2: 2.7; proKLK7 act: 0.2

Of the compounds above, 2 contain two or more sulfur atoms.
How did Cc1ccc(N2CCN(S(=O)(=O)c3nnc(NC(=O)c4ccco4)s3)CC2)cc1 do in these assays?
FXN GAA850 act: -3.1; GC-A act: -4.6; SMARCA2 activ: -2.7; hcDAF12 agonist: -2.1; DAX1 inh-1: 1.8; sPLA2-III inh: -7.8; hgDAF12 agonist: -2.3; ssDAF12 agonist: -0.7; NPR2 activator: 1.4; DAX1 inh-2: -0.9; proKLK7 act: 0.0

Results for CCN(CC)CCNC(=O)C(=O)Nc1ccc2c(c1)N(S(=O)(=O)c1cccs1)CCC2 ?
FXN GAA850 act: 1.1; GC-A act: 0.0; SMARCA2 activ: -1.1; hcDAF12 agonist: -1.1; DAX1 inh-1: 2.8; sPLA2-III inh: -5.1; hgDAF12 agonist: 2.9; ssDAF12 agonist: -0.6; NPR2 activator: -1.1; DAX1 inh-2: 2.7; proKLK7 act: 0.2

Further compounds follow:
What do the screens show for `COc1cccc(OCC(=O)Nc2ccncc2)c1`?
FXN GAA850 act: 0.8; GC-A act: 2.8; SMARCA2 activ: -4.6; hcDAF12 agonist: -3.1; DAX1 inh-1: -2.3; sPLA2-III inh: 10.0; hgDAF12 agonist: -2.2; ssDAF12 agonist: -1.5; NPR2 activator: -0.7; DAX1 inh-2: -0.7; proKLK7 act: 0.1

How did Cn1c(SCC(=O)NC2CCCC2)nnc1-c1cccs1 do in these assays?
FXN GAA850 act: -0.5; GC-A act: 0.6; SMARCA2 activ: 2.1; hcDAF12 agonist: -1.0; DAX1 inh-1: 0.9; sPLA2-III inh: -1.1; hgDAF12 agonist: 0.5; ssDAF12 agonist: -0.1; NPR2 activator: 0.9; DAX1 inh-2: 0.5; proKLK7 act: -0.2

How did CCC(CC)C(=O)N(C)c1c(C)nc2c(OCc3ccc(F)c(F)c3)cccn12 do in these assays?
FXN GAA850 act: -0.2; GC-A act: 2.8; SMARCA2 activ: -0.8; hcDAF12 agonist: -2.0; sPLA2-III inh: 3.5; hgDAF12 agonist: -4.2; ssDAF12 agonist: -1.6; NPR2 activator: 2.3; DAX1 inh-2: -1.3; proKLK7 act: -0.9

What do the screens show for `Cc1cc(OCC(=O)O/N=C(\N)c2ccccc2)ccc1Cl`?
FXN GAA850 act: 2.0; GC-A act: 2.0; SMARCA2 activ: -4.6; hcDAF12 agonist: -0.5; DAX1 inh-1: -0.1; sPLA2-III inh: 13.3; hgDAF12 agonist: -2.3; ssDAF12 agonist: -1.3; NPR2 activator: 3.7; DAX1 inh-2: -0.2; proKLK7 act: 0.2

Results for CC(NC(=O)C(=O)c1cn(CC(=O)N2CCOCC2)c2ccccc12)c1ccccc1 (stereo unspecified) ?
FXN GAA850 act: 0.1; GC-A act: 3.5; SMARCA2 activ: 0.6; hcDAF12 agonist: -0.7; DAX1 inh-1: 0.1; sPLA2-III inh: -8.3; hgDAF12 agonist: 2.8; ssDAF12 agonist: -1.5; NPR2 activator: -0.6; DAX1 inh-2: -0.1; proKLK7 act: 0.9

Results for CCC(C)N=Cc1c(Nc2ccccc2)nc2c(C)cccn2c1=O (stereo unspecified) ?
FXN GAA850 act: 0.2; GC-A act: -23.6; SMARCA2 activ: 0.1; hcDAF12 agonist: 0.9; DAX1 inh-1: -0.2; sPLA2-III inh: -0.8; hgDAF12 agonist: -1.3; ssDAF12 agonist: -0.5; NPR2 activator: -19.6; DAX1 inh-2: -0.1; proKLK7 act: 0.2

What do the screens show for `Nc1ccn([C@@H]2O[C@H](C(=O)N3CCN(c4ccc(Cl)cn4)CC3)[C@@H](O)[C@H]2O)c(=O)n1`?
GC-A act: 2.9; SMARCA2 activ: -5.1; hcDAF12 agonist: -0.8; sPLA2-III inh: 4.1; hgDAF12 agonist: 1.6; ssDAF12 agonist: -1.5; NPR2 activator: 4.6; DAX1 inh-2: -0.2; proKLK7 act: 0.9

Screening data: PubChem, several laboratories
